FEN1 inhibitor – inhibitors of human flap endonuclease 1 | Recombinant FEN1 flap cleavage, fluorescence, 15 min | P39748 | Potency, µM (highest dose often 114 µM), inactives show at the top dose activity change, negative = inhibition, hits mostly inhibitors | 390,000 compounds, 0.35% hits; also: nearly all actives have a fitted effect of over 65% in size
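FEN1 at 10 nM, compound pretreatment for 15 min (room temperature), 50 nM final substrate to initiate; endpoint reads at 0 and 15 min; DMSO-only plates used as vehicle background.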
GCN5L2 inh – blocks human GCN5L2 histone acetyltransferase | Q92830 | GCN5L2 HAT assay, ThioGlo1 CoA-SH fluorescence | Potency, µM (top dose mostly 58.9 µM), for the others: top-dose activity change, negative = inhibition, hits mostly inhibitors | 390,000 compounds, 0.21% hits | AID 504327
Target sequence (Q92830 whole entry, looked up): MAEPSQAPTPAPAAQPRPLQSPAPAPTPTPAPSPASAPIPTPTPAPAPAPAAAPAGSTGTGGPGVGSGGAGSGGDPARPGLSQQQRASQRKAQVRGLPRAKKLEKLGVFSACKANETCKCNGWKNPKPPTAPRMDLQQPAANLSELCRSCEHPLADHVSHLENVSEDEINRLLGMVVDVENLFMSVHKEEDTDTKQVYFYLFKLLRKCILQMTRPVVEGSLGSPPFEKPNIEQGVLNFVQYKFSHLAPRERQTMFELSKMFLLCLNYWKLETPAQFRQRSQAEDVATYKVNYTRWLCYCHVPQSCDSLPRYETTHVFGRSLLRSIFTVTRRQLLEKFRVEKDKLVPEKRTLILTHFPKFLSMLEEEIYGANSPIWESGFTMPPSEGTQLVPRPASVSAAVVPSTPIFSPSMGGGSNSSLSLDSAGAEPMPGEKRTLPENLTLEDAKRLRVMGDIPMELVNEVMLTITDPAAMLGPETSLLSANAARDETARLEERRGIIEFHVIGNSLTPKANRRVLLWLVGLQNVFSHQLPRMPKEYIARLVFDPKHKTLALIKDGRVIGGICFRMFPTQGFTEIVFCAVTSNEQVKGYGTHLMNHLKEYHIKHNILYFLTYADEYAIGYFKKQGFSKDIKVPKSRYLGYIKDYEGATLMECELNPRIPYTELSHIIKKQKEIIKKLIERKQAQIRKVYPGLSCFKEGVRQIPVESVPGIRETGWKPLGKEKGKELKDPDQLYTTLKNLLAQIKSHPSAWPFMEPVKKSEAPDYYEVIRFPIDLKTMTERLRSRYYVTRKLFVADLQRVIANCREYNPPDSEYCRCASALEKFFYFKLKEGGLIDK
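Enzyme at 20nM final was mixed with library compounds for 15 min at room temperature. Peptide H3(1-25) at 75uM, acetyl-CoA at 70uM and ThioGlo1 at 50uM were then added. Plates were read immediately and after 20 min (Ex340nm/Em540nm).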
N370S GC mod – inhibits or activates N370S mutant glucocerebrosidase; 330,000 compounds, 0.092% hits; Potency, µM (top dose mostly 59.4 µM), for the others: top-dose activity change, negative = inhibition, most hits filed as inhibitors; P04062; N370S GC spleen homogenate, 4MU-glucoside fluorescence;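 also: 0% = full enzyme activity and -100% = no enzyme basal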
* = called active by the depositor; ? = inconclusive; . = not tested or not shown; & = joins results of further samples. Calls follow the shape of the dose curve; as a rule, active = well fitted curve in the direction sought with a large enough effect; inconclusive = small, poorly fitted or top-dose-only effect, or another doubt; inactive = no such curve, though single readings can be large; an effect the other way counts as inactive or inconclusive. Unless noted, % is scaled to controls: 0 for no effect and ±100 for the full control effect; potency is read from the fitted curve at half-maximal effect. Not all compounds are listed. The share of hits here may be higher or lower than overall.

SMILES	FEN1 inhibitor	GCN5L2 inh	N370S GC mod
O=C(NCC1CCCO1)c1ccc(COc2ccc(Br)cc2)cc1 (stereo unspecified)	-7.5%	-2.1%	8.1%
O=C(CC1CCCCC1)NCc1ccccn1	-13.1%	-24.9%	3.4%
COC(=O)c1sc(N2C(=O)c3oc4ccccc4c(=O)c3C2c2ccc(O)cc2)nc1C (stereo unspecified)	0.8%	-23.7%	.
Cc1ccc2nc(-c3ccc(NC(=O)c4cccnc4)cc3)oc2c1	1.9%	-2.5%	4.0%
COCC(=O)N(Cc1cc2ccc(C)cc2[nH]c1=O)c1ccc(C)cc1C	-2.1%	-6.0%	0.7%
CCOc1ccccc1NC1=C(Cl)C(=O)N(c2ccc(OC)cc2)C1=O	-1.0%	-3.6%	11.5%
Cc1ccc(-c2cc(C(F)(F)F)n3nc(-c4ccc(Cl)cc4)cc3n2)cc1	3.9%	2.0%	.
Cc1ccc(-c2cnc(NCc3ccc(C(C)C)cc3)n2C)cc1	-27.1%	-3.5%	.
COc1cc(C)c(NC(=O)COc2ccc3c(c2)OCO3)cc1C	-1.1%	-1.5%	4.1%
CN(CC(=O)Nc1ccc(F)cc1)C(=O)COC(=O)c1cc([N+](=O)[O-])ccc1N1CCOCC1	26.8%	-7.7%	-4.2%
COCc1cc(C)nc(OCC(=O)N/N=C/c2ccc(OC)c(O)c2)c1C#N	17.1%	-0.9%	-2.5%
Cc1ccccc1NC(=O)NC1(C(=O)NCc2ccco2)CCCCC1	-10.4%	-0.3%	-1.0%
CCCS(=O)(=O)N1CCN=C1SCc1ccc(C)cc1	18.7%	-2.5%	-9.3%
Nc1ccccc1Nc1ccc([N+](=O)[O-])cc1[N+](=O)[O-]	8.2%	-4.9%	3.3%
O=C(Nc1ccccc1C(=O)O)c1cc(S(=O)(=O)N2CCCCCC2)ccc1Cl	-11.0%	-1.1%	-1.3%
CC1(C(=O)OCC(=O)Nc2ccccc2Cl)CC1(Cl)Cl (stereo unspecified)	12.6%	-3.6%	27.9%
COCCOC(=O)c1[nH]c2c(c1C)C(=O)CC(c1cc(OC)ccc1OC)C2 (stereo unspecified)	-1.8%	1.0%	7.1%
CN1CCN(C(=O)c2ccc(S(=O)(=O)c3ccc(Br)cc3)cc2)CC1	1.9%	-9.2%	0.9%
N#Cc1ccccc1CSc1nc2ccc(NC(=O)c3ccccc3C(=O)O)cc2s1	-14.5%	-1.0%	-0.7%
Cc1cc(C(=O)Nc2c(C)n(C)n(-c3ccccc3)c2=O)on1	-1.1%	-7.4%	4.4%
CSc1ccc(NC(=O)Nc2cccn(Cc3ccccc3)c2=O)cc1	-18.0%	-3.8%	24.7%
CCc1cc(C(=O)OC)c(NC(=O)CC2Sc3ccc(C(F)(F)F)cc3NC2=O)s1 (stereo unspecified)	5.9%	4.9%	5.9%
Cn1c(CC(=O)Nc2ccc(Cl)c(Cl)c2)nnc1SCC(=O)N1CCN(c2ccccc2)CC1	-29.8%	19.5%	-11.9%
O=C(COc1ccc(Cl)cc1)NCCc1csc(-c2ccc(C(F)(F)F)cc2)n1	13.5%	-2.1%	.
Cc1cc(Cl)c2oc(C(=O)N(C)Cc3nccn3C)c(C)c2c1	9.4%	-15.4%	-0.8%

Grouped by structure, those above containing a CF3 group (three)
SMILES	FEN1 inhibitor	GCN5L2 inh	N370S GC mod
Cc1ccc(-c2cc(C(F)(F)F)n3nc(-c4ccc(Cl)cc4)cc3n2)cc1	3.9%	2.0%	.
CCc1cc(C(=O)OC)c(NC(=O)CC2Sc3ccc(C(F)(F)F)cc3NC2=O)s1 (stereo unspecified)	5.9%	4.9%	5.9%
O=C(COc1ccc(Cl)cc1)NCCc1csc(-c2ccc(C(F)(F)F)cc2)n1	13.5%	-2.1%	.

(further entries)
SMILES	FEN1 inhibitor	GCN5L2 inh	N370S GC mod
COc1ccc(NS(=O)(=O)c2ccc(Oc3ncccn3)cc2)cc1	0.4%	-1.4%	-5.3%
O=C1Nc2ccccc2C1=Nc1cccc([N+](=O)[O-])c1	-21.0%	7.7%	-3.4%
Cc1ccc(-c2nc(CS(=O)(=O)CC(=O)N3CC(C)CC(C)C3)c(C)o2)cc1 (stereo unspecified)	12.8%	-3.2%	5.6%
CCc1cc(Cn2nc(C(=O)O)cc2-c2ccccc2)on1	-3.4%	-1.3%	-7.8%
CC(=O)N1CCCc2cc(S(=O)(=O)N3CCc4ccccc4C3)ccc21	9.2%	-1.8%	3.9%
CCOC(=O)N1CCC(NC(=O)c2ccc3c(c2)N(Cc2ccc(F)cc2)C(=O)c2ccccc2S3(=O)=O)CC1	-7.8%	-8.5%	.
Cc1[nH]c(=O)[nH]c(=O)c1/C=N\NC(=O)CCc1ccc(OC(C)C)cc1	.	-4.2%	-1.6%
CC(Sc1nc2ncc(Cl)cc2[nH]1)C(=O)c1c(N)n(C)c(=O)n(C)c1=O (stereo unspecified)	?	-8.2%	-10.9%
COc1cccc(CN(C)C(=O)c2ccccc2Sc2ccccc2C#N)c1	-11.0%	-2.7%	-3.8%
CS(=O)(=O)N1CCN(c2ccccc2F)CC1	5.8%	.	28.8%
Cc1ccc(-n2nnc(-c3nc(-c4cccs4)no3)c2N)c(C)c1	17.2%	-3.5%	.
Cc1ccc(CNCc2ccc3c(c2)OCO3)cc1	8.2%	2.3%	-14.1%
CCc1nc2nc(C)c(NS(=O)(=O)c3ccc(F)c(C)c3)c(=O)n2[nH]1	15.6%	-13.4%	.
COc1ccc(CN2CCN(C(=O)Cn3nc(C(=O)O)c4ccccc4c3=O)CC2)cc1F	0.1%	-1.8%	-7.0%
Cc1nn(-c2ccc(F)cc2)c(-n2cccc2)c1C(=O)N1CCN(C(=O)c2ccco2)CC1	3.7%	-4.3%	18.5%
COCc1cc(C)nc(SCc2ccc([N+](=O)[O-])cc2)c1C#N	-21.3%	-11.6%	1.3%
Cc1cc(C(=O)N/N=C2\CCCc3ccccc32)c(C)o1	-1.6%	1.3%	0.8%
N#C/C(=C\c1ccccn1)c1nc2ccccc2s1	0.2%	-8.9%	-1.1%
Cc1ccc(C(=O)COC(=O)c2ccc(-c3cnc4ccccc4n3)cc2)cc1C	-1.6%	2.1%	14.8%
N#CC(C#N)=Cc1ccc(OC(=O)c2ccccn2)cc1	1.2%	-4.1%	1.0%
CSc1ccccc1C(=O)Nc1cccc(C(C)=O)c1	-15.3%	0.4%	5.0%
COc1ccc2nc(NNC(=O)c3cc(=O)c4ccccc4o3)sc2c1	1.2%	-22.8%	-3.0%
Cc1ccc(NNC(=O)c2ccno2)cc1C	7.3%	1.0%	-3.4%
CSCC[C@H](NC(=O)[C@H](CC(C)C)NC(=O)CNC(=O)[C@H](Cc1ccccc1)N(C)C(=O)[C@H](Cc1ccccc1)NC(=O)[C@H](CC(=O)O)NC(=O)[C@@H](N)CC(=O)O)C(N)=O	.	1.4%	-1.1%
COc1cc(/C=C2\SC(=S)N(CC(=O)NC3=NCCS3)C2=O)cc(OC)c1OC	4.7%	-11.2%	-5.5%

An excerpt from above in order of the N370S GC mod value, falling:
SMILES	FEN1 inhibitor	GCN5L2 inh	N370S GC mod
Cc1ccc(-c2nc(CS(=O)(=O)CC(=O)N3CC(C)CC(C)C3)c(C)o2)cc1 (stereo unspecified)	12.8%	-3.2%	5.6%
CSc1ccccc1C(=O)Nc1cccc(C(C)=O)c1	-15.3%	0.4%	5.0%
O=C1Nc2ccccc2C1=Nc1cccc([N+](=O)[O-])c1	-21.0%	7.7%	-3.4%

Part of the list above, with values under each structure.
Results follow in this order: FEN1 inhibitor | GCN5L2 inh | N370S GC mod
COc1cccc(CN(C)C(=O)c2ccccc2Sc2ccccc2C#N)c1
→ -11.0% | -2.7% | -3.8%
CS(=O)(=O)N1CCN(c2ccccc2F)CC1
→ 5.8% | . | 28.8%
Cc1ccc(-n2nnc(-c3nc(-c4cccs4)no3)c2N)c(C)c1
→ 17.2% | -3.5% | .
Cc1ccc(CNCc2ccc3c(c2)OCO3)cc1
→ 8.2% | 2.3% | -14.1%
CCc1nc2nc(C)c(NS(=O)(=O)c3ccc(F)c(C)c3)c(=O)n2[nH]1
→ 15.6% | -13.4% | .
COc1ccc(CN2CCN(C(=O)Cn3nc(C(=O)O)c4ccccc4c3=O)CC2)cc1F
→ 0.1% | -1.8% | -7.0%
Cc1nn(-c2ccc(F)cc2)c(-n2cccc2)c1C(=O)N1CCN(C(=O)c2ccco2)CC1
→ 3.7% | -4.3% | 18.5%

Going on with the list:
SMILES	FEN1 inhibitor	GCN5L2 inh	N370S GC mod
Cc1c(N/C=C(\Cl)C(=O)C(F)(F)F)c(=O)n(-c2ccccc2)n1C	-7.2%	-1.3%	-14.9%
CCn1cc(C(=O)N[C@@H](CC(C)C)C(=O)NCCCn2ccnc2)c(=O)c2cc3c(cc21)OCO3	9.7%	-13.2%	2.2%
C=CCc1ccccc1OCC(O)CN1CCN(c2ccc(C)cc2)CC1 (stereo unspecified)	-0.1%	-10.4%	-4.6%
O=C(CSC(=S)N1CCOCC1)Nc1nccs1	15.9%	2.3%	10.5%
O=C(NN1C(=O)C2C3CCC(O3)C2C1=O)c1ccco1 (stereo unspecified)	-3.5%	-1.7%	8.5%
O=C(COC(=O)C1COc2ccccc2O1)NC(=O)NC1CCCC1 (stereo unspecified)	4.0%	0.0%	1.9%
Cc1ccccc1OCC(=O)N(CC(C)C)c1c(N)n(CC(C)C)c(=O)[nH]c1=O	-2.7%	?	10.4%
Cc1cccc(N=C2NN=C(c3ccccc3F)CS2)c1C	-6.8%	-5.6%	-1.7%
CCOc1ccccc1CNC(=O)c1cc2oc3ccccc3c2n1CC	-18.7%&-16.8%	-10.4%&-9.5%	9.8%
COc1cc([N+](=O)[O-])ccc1NC(=O)NNC(=O)c1sccc1C	-3.1%	-1.6%	-6.9%
Cc1c(Nc2cc(N3CCOCC3)c3nonc3c2[N+](=O)[O-])c(=O)n(-c2ccccc2)n1C	.	-0.6%	-8.2%
COc1cccc(CN2CCNC(=O)C2CC(=O)NCc2cn3ccc(C)cc3n2)c1OC (stereo unspecified)	20.5%	-6.0%	-2.7%
CCNC(=S)NNc1nncc2ccccc12	1.6%	0.9%	2.8%
CCOc1ccc(NC(=S)N2CCCN(Cc3cccc(Cl)c3)C2)cc1	14.3%	-12.0%	-17.0%
COc1cc(C(=O)N2CCSCC2)ccc1OC1CCN(C(C)=O)CC1	-4.0%	-3.3%	6.3%
Cc1ccc(NC(=O)CC2C(=O)NC3CCCCC3N2C(=O)c2ccc(F)cc2)cc1C (stereo unspecified)	-3.5%	-2.0%	?
CCCC(=O)Nc1ccc(C(=O)/C=C/c2ccc(SC)cc2)cc1	1.4%	2.7%	-0.1%
CCOC(=O)c1c(-c2ccc(F)cc2)csc1NC(=O)CN1C(=O)NC2(CCCCC2C)C1=O (stereo unspecified)	?	0.4%	26.5%
COc1ccccc1CNC(=O)CN(c1ccc(C)cc1)S(=O)(=O)c1c(C)n[nH]c1C	-2.5%	0.4%	-1.3%
CS(=O)(=O)N1CCCC(C(=O)NCCN2CCC(Cc3ccccc3)CC2)C1 (stereo unspecified)	0.4%	-1.6%	3.9%
O=C(Cn1cnc2c(cnn2-c2ccc(Cl)cc2)c1=O)NC1CCCCC1	7.1%	4.3%	-10.2%
O=c1[nH]c(C2CC2)nc2sc3c(c12)CCCC3	-2.8%	1.8%	-7.7%
COc1cccc(N/C(=N/C(=S)Nc2ccc(C)cc2C)Nc2nc(C)cc(C)n2)c1	-2.4%	-13.8%	20.2%
CCN(CC)c1ccc(/C=N/NC(=O)C(O)c2ccccc2)cc1 (stereo unspecified)	1.8%	-12.9%	7.6%
CN(C)Cc1ccc(F)cc1Sc1cc(Cl)ccc1Cl	-1.3%	0.2%	4.4%
CCCCC(=O)Nc1nnnn1CCC	2.4%	-2.7%	4.7%
CC(=O)N1N=C(c2ccco2)CC1c1cccs1 (stereo unspecified)	7.9%	-2.0%	-13.5%
C=CCN1C(=O)/C(=C/C=C2/N(CC)c3ccc(S(=O)(=O)N(C)C)cc3N2CC)SC1=S	?	-5.4%	-6.7%
CCOC(=O)C1CCCN(C(=O)Cn2c(=O)c3cccn3c3cccnc32)C1 (stereo unspecified)	-6.9%	1.1%	-4.1%

Full records from above. Screens in order: FEN1 inhibitor	GCN5L2 inh	N370S GC mod
`CCN(CC)c1ccc(/C=N/NC(=O)C(O)c2ccccc2)cc1` (stereo unspecified) is listed with 1.8%	-12.9%	7.6%
`CS(=O)(=O)N1CCCC(C(=O)NCCN2CCC(Cc3ccccc3)CC2)C1` (stereo unspecified) is listed with 0.4%	-1.6%	3.9%
`Cc1c(N/C=C(\Cl)C(=O)C(F)(F)F)c(=O)n(-c2ccccc2)n1C` is listed with -7.2%	-1.3%	-14.9%
`C=CCc1ccccc1OCC(O)CN1CCN(c2ccc(C)cc2)CC1` (stereo unspecified) is listed with -0.1%	-10.4%	-4.6%

Screens from PubChem BioAssay.
